B2AR arrestin – agonists driving beta-arrestin recruitment to human beta2-adrenergic receptor | P07550 | beta-arrestin recruitment to beta2AR, cell-based reporter | Potency, µM (series often up to 46.1 µM), for the others: at the highest dose activation, hits mostly activators | 0.02% of 330,000 active;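 note: potency is the fitted concentration of half-maximal effect; 0% = DMSO controls and full agonism = EC100 isoproterenol or metaproterenol; nearly all actives have a fitted effect of over 65% in size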
Target sequence (P07550 whole entry, looked up): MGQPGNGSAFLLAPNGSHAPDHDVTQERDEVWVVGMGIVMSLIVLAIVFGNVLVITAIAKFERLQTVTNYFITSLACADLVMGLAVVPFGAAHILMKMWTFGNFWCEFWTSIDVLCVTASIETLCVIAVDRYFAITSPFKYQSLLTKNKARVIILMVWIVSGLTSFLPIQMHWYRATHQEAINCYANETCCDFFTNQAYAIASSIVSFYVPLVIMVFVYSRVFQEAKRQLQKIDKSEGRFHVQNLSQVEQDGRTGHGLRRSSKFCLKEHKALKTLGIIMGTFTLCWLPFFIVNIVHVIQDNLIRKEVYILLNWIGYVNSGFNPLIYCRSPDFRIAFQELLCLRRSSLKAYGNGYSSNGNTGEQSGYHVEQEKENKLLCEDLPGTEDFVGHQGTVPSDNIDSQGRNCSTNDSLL
TRPV1 ag – agonists of human vanilloid receptor 1 (TRPV1). TRPV1-expressing cells, Fluo-8 calcium influx, agonist mode. activation, % at 8.33 µM. 0.19% of 320,000 active. Q8NER1. AID 540275; in the data active = activation above about 80%; inconclusive = between about 30% and that limit; note: 0% is about no effect
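Cells expressing TRPV1 were dye-loaded with Fluo-8 and read kinetically: 10 s baseline, 3 min after compound (agonist portion), then 2 min after EC20 capsaicin (allosteric enhancer portion). Calcium-bound dye fluorescence at 480/520 nm.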
CXXC DNA block – blocks binding of human MLL CXXC domain to DNA | MLL-CXXC / FITC-HOXA9 DNA fluorescence polarization | Potency, µM (titrated, usually from 115 µM), without a hit: at the top dose activity change, negative = inhibition, most hits filed as inhibitors | 0.037% of 290,000 active | AID 2662; active = well fitted inhibition curve with a large enough effect in the polarisation, with a control signal flat, not every such curve was filed as active; inconclusive = small, poorly fitted or top-dose-only effect, or effect the other way, or a change in a side signal; inactive = no such curve, though single readings can be large or run the other way; the % refers to the polarisation; note: potency is the fitted concentration of half-maximal effect
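Steps: dispense CXXC domain solution (7 uM) → pin compounds or unlabeled HOX-A9 DNA control → 5 min ambient → add FLSN-HOX-A9 solution (50 nM) → spin → 30 min ambient → fluorescence polarization. Tris pH 7.5/NaCl/DTT/BSA buffer.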
USP2a block – inhibitors of human ubiquitin-specific protease USP2a; O75604; USP2 core, Ub-CHOP2 coupled fluorogenic reporter, 485/531; Potency, µM (titrated, usually from 38.3 µM), inactives show at the top dose activity change, negative = inhibition, hits mostly inhibitors; 0.01% of 330,000 active;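 note: potency is the fitted concentration of half-maximal effect; plate controls were DMSO wells for no effect and full inhibition by NEM control for full effect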
Target sequence (O75604 whole entry, looked up): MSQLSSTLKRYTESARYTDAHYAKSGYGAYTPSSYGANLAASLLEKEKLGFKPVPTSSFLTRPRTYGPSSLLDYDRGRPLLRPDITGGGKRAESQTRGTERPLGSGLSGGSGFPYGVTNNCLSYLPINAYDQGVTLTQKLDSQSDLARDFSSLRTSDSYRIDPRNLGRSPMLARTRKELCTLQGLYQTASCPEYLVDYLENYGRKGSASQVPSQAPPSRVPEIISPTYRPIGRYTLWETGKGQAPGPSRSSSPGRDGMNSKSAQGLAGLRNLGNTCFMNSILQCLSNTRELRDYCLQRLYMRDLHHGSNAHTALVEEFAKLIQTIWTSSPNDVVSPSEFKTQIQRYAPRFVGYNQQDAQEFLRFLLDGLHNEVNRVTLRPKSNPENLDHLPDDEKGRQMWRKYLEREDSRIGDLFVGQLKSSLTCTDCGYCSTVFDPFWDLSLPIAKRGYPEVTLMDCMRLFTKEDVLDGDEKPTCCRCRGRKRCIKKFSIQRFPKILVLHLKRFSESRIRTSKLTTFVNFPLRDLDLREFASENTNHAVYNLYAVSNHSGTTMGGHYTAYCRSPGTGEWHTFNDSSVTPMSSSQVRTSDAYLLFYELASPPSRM
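USP2 core (10nM final) preincubated 30min RT with compound in 20mM Tris-HCl pH 8.0, 2mM CaCl2, 2mM beta-mercaptoethanol, 0.05% CHAPS; 25nM Ub-CHOP2 plus 25nM reporter substrate added, fluorescence (Ex485/Em531) read after 60min.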
PKM2 act – increases activity of human pyruvate kinase M2 | P14618 | purified PKM2, Kinase-Glo ATP luminescence, activation; response scale: 0% is enzyme alone, no compound | Potency, µM (top dose mostly 57.5 µM), without a hit: top-dose activation, usual class: activators | 0.34% of 260,000 active; note: potency is the fitted concentration of half-maximal effect; % is set by controls: 0 for no effect and ±100 for the full control effect; nearly all actives have a fitted effect of over 55% in size
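Purified hPK-M2 (>95%) run at intermediate activity with 0.1 mM ADP and 0.5 mM PEP in 50 mM imidazole pH 7.2, KCl, MgCl2; 1 h room temperature. ATP formed read by Kinase-Glo luminescence; normalized to uninhibited and no-enzyme controls.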
hERG WT inh – KCNH2 (human, wildtype) channel inhibition; U2OS, BacMam KCNH2, thallium flux FluxOr; active compounds read low; activity change, % at 1.84 µM; 0.37% of 340,000 active; AID 720551;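 active = maximum activity change below -70%; inconclusive = maximum activity change between -70% and -50%; inactive = maximum activity change above -50%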; note: % is set by controls: 0 for no effect and ±100 for the full control effect
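U2OS cells were transduced with wild-type KCNH2 virus (2.03 x 10^8 / mL) for 4 h at room temperature, then cultured overnight at 37 C. Thallium flux was read with FluxOr dye. Rate constants were normalized to DMSO controls.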
Menin-MLL TR inh – menin-MLL binding inhibition, Texas Red mutant peptide. O00255. Menin + Texas Red MLL mutant peptide, fluorescence polarization. Potency, µM (series often up to 61.6 µM), for inactives: at the top dose FP activity change, negative = inhibition, most hits filed as inhibitors. 0.23% of 270,000 active; active = well fitted inhibition curve with a large enough effect in the polarisation, with a control signal flat, not every such curve was filed as active; inconclusive = small, poorly fitted or top-dose-only effect, or effect the other way, or a change in a side signal; inactive = no such curve, though single readings can be large or run the other way; the % refers to the polarisation; note: potency is the fitted concentration of half-maximal effect; % of control where 0% means no effect; many of its hits are not listed in these tables
Giardia killer – kills Giardia lamblia; AID 540267; Giardia lamblia trophozoite viability; activity change, % at 7.66 µM, hits read low; 0.15% of 340,000 active; in the data active = activity change below about -80%; inconclusive = between about -30% and that limit;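 note: parasites exposed to compound for two days anaerobically before the ATP read; % is set by controls: 0 for no effect and ±100 for the full control effect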
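Luminescence from cellular ATP indicates surviving trophozoites (100 cells/well) following 48 hrs anaerobic compound treatment at 37 deg C; signal develops 15-30 min at room temperature.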
KCNH2 3.1 block – KCNH2 3.1 (human) potassium channel inhibition | U2OS KCNH2 3.1, thallium flux FluxOr; active compounds read low | activity change, % (tested at about 1.8 µM) | 0.95% of 340,000 active;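 active = maximum activity change below -70%; inconclusive = maximum activity change from -70% to -50%; inactive = maximum activity change above -50%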;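 note: thallium influx rate constant from kinetic fluorescence after stimulation buffer; % is set by controls: 0 for no effect and ±100 for the full control effect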
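Steps: virus added to U2OS suspension (4 h, RT, dark); medium with 10% FBS added, cells plated, 37 C overnight; FluxOr/Red40 loading buffer 45 min RT; stimulation buffer, 2 min kinetic read; rate constant normalized.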
Coupling enz – inhibits coupling enzyme system, counter-screen for aldolase hits. coupling enzyme system counterscreen, AmpLite Red fluorescence. activity change, negative = inhibition, % at 58.2 µM, hits read low. 0.67% of 290,000 active; in the data active = activity change below about -30%; note: % is set by controls: 0 for no effect and ±100 for the full control effect
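Fluorescence at 525 nm excitation and 598 nm emission measured inhibition of the coupled detection system without aldolase. Compounds (at 57.5 uM final) were preincubated 10 min at room temperature with coupling enzyme reagent before a 20 min substrate/AmpLite Red step.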
GALK inhibitor – galactokinase (human) inhibition; Potency, µM (doses to about 57.5 µM), without a hit: top-dose activity change, negative = inhibition, most hits filed as inhibitors; Purified GALK, Kinase-Glo residual ATP luminescence; P51570; 0.007% of 270,000 active; note: potency is the fitted concentration of half-maximal effect; % is set by controls: 0 for no effect and ±100 for the full control effect
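ATP-depletion format; final 35 uM ATP, 100 uM D-galactose, 5 nM enzyme; pH 8.0 HEPES/Mg2+ buffer; 60 min RT; luminescence read 10 min after detection reagent.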
Starred values were filed as active, the others as inactive; ? = inconclusive; . = not tested or not shown; [ ] = dose if it differs, or a comment. Unless noted, calls come from the whole dose curve; as a rule, active = well fitted curve in the direction sought with a large enough effect; inconclusive = small, poorly fitted or top-dose-only effect, or another doubt; inactive = no such curve, though single readings can be large; an effect the other way counts as inactive or inconclusive. This is a subset, so the mix of outcomes need not match the whole.

SMILES,Menin-MLL TR inh,PKM2 act,USP2a block,B2AR arrestin,Giardia killer,TRPV1 ag,CXXC DNA block,hERG WT inh,Coupling enz,KCNH2 3.1 block,GALK inhibitor
Cc1ccc(S(=O)(=O)NCC2(c3ccccc3)CCN(C)CC2)cc1,1%,0%,2%,0.0%,4,-1,-1%,34,-1,9,0%
N#Cc1c(N)nc2c(c1N)CC(COc1ccccc1)O2 (stereo unspecified),18%,5%,1%,0.5%,9,-2,-17%,-8,1,-3,3%
COC(=O)c1ccc(NC(=O)C2CCCN2C(=O)Nc2cccc(C(C)=O)c2)cc1 (stereo unspecified),15%,-1%,4%,0.0%,1,0,13%,-27,-1,6,14%
CO/N=C/C(C#N)c1ncc(C(F)(F)F)cc1Cl (stereo unspecified),-13%,8%,1%,-0.2%,2,-3,-5%,-8,-1,-16,-2%
O=C(Nc1ccccc1F)C1CCN(S(=O)(=O)c2cccc3nonc23)CC1,27%,1%,0%,-0.1%,-14,0,3%,7,7,-6,0%
Cc1ccccc1-n1ncc2c1CC(C)(C)CC2NC(=O)c1snnc1C (stereo unspecified),1%,-2%,0%,0.5%,19,?,14%,4,-3,-7,0%
Cc1cccc(C)c1OCC(=O)N=Nc1c(O)[nH]c2ccc(Br)cc12,.,-4%,4%,0.1%,-6,-1,2%,-15,1,3,-3%
CN1CCN(C(=O)C23CCC(C)(c4nc5ccccc5nc42)C3(C)C)CC1 (stereo unspecified),0%,-5%,0%,-0.1%,-2,-1,-6%,1,-1,-4,0%
Cc1c(C(=O)N(C)CCc2cnn(C)c2)oc2c(F)cccc12,.,.,0%,0.3%,4,4,-4%,-1,.,11,-7%
COc1cccc(-c2nc(CS(=O)(=O)CC(=O)NCCc3ccccc3)c(C)o2)c1,-15%,-12%,1%,-0.5%,-10,2,3%,-8,1,-4,5%
O=C(CSc1nnc2sc3ccccc3n12)NCc1ccco1,8%,1%,1%,-0.3%,-23,1,-12%,-1,3,-19,-1%
O=C(NCCCN1CCOCC1)c1nn2c(C(F)(F)F)cc(-c3ccco3)nc2c1Cl,2%,.,0%,-0.7%,-5,3,3%,-9,-2,23,-3%

Other compounds follow:
SMILES,Menin-MLL TR inh,PKM2 act,USP2a block,B2AR arrestin,Giardia killer,TRPV1 ag,CXXC DNA block,hERG WT inh,Coupling enz,KCNH2 3.1 block,GALK inhibitor
CCOc1ccc(-n2c(=O)cc(N3CCN(c4ccccc4)CC3)[nH]c2=O)cc1,-7%,-10%,2%,0.4%,-5,5,18%,-2,0,14,0%
NS(=O)(=O)c1ccc(NC(=O)COC(=O)CCC2CCCCC2)cc1,3%,-2%,-1%,-0.1%,8,29,-2%,5,-5,-9,0%
CCN(CC)CCCNC(=O)C(C)n1nc(C)c2sc3ccccc3c2c1=O (stereo unspecified),4%,1%,6%,-1.1%,-17,0,-3%,2,3,-13,-1%
Cc1ccc(Nc2nc(CSc3n[nH]c(N)n3)cs2)cc1,.,0%,-1%,0.4%,-16,12,-2%,-50,1,-7,5%
Cc1[nH]c2ccc(-c3nnc(SCC(=O)c4ccccc4F)o3)cc2c1C,?,-3%,-1%,-0.8%,7,1,-10%,-1,-13,-16,0%
N#Cc1cnc(NOCc2ccc(Cl)cc2)nc1,-8%,0%,5%,0.2%,7,-1,2%,-12,-4,3,-1%
CCOC(=O)c1c(-c2ccc(OC)cc2)csc1NC(=O)CSc1nnc(C)c(=O)[nH]1,29%,4%,2%,-0.1%,-7,1,10%,-10,17,-1,-1%
COc1ccc(C(=O)Nc2cc(C)cc(C)c2)cc1S(=O)(=O)N1CCOCC1,14%,-6%,-1%,-0.1%,-19,3,-3%,0,-5,3,-3%
C/C=C/C=N/Nc1nc(C)cc(=O)[nH]1,2%,1%,2%,0.0%,17,-2,-8%,4,8,3,8%
O=C(COc1ccc(Cl)cc1Br)NCC(c1ccco1)N1CCCC1 (stereo unspecified),.,.,-1%,-0.9%,7,-3,.,5,.,-6,.
COc1ccc(OC)c(N2CC(O)(c3ccccc3)[N+]3=C2SCCC3)c1 (stereo unspecified),0%,1%,-1%,-0.7%,1,3,4%,23,-3,-37,-2%
COn1c(=O)c(-c2cccc(Br)c2)[n+]([O-])c2ccccc21,9%,-11%[11.5 µM],-4%,0.2%,28,2,1%,-2,2,3,6%

Limited to B2AR arrestin, for some of the entries so far:
| mol | B2AR arrestin |
| --- | --- |
| COc1ccc(OC)c(N2CC(O)(c3ccccc3)[N+]3=C2SCCC3)c1 (stereo unspecified) | -0.7% |
| COn1c(=O)c(-c2cccc(Br)c2)[n+]([O-])c2ccccc21 | 0.2% |

The main list resumes; the two compounds before the break are reprinted first.
SMILES,Menin-MLL TR inh,PKM2 act,USP2a block,B2AR arrestin,Giardia killer,TRPV1 ag,CXXC DNA block,hERG WT inh,Coupling enz,KCNH2 3.1 block,GALK inhibitor
COc1ccc(OC)c(N2CC(O)(c3ccccc3)[N+]3=C2SCCC3)c1 (stereo unspecified),0%,1%,-1%,-0.7%,1,3,4%,23,-3,-37,-2%
COn1c(=O)c(-c2cccc(Br)c2)[n+]([O-])c2ccccc21,9%,-11%[11.5 µM],-4%,0.2%,28,2,1%,-2,2,3,6%
Cc1ccc(C)n1-c1ccccc1N1CCCCC1,-9%,-5%,-1%,-1.0%,-14,-2,12%,-25,3,13,-1%
COc1cccc(CN2CC(C(=O)NCCCCc3ccccn3)CCC2=O)c1 (stereo unspecified),.,3%,0%,0.0%,6,2,13%,-12,.,14,-4%
O=C(C[n+]1ccncc1)c1ccccc1,?,0%,-1%,3.4%,3,-1,9%,0,3,5,4%
CCC(C)NC(=O)c1cn(CCOC)c(=O)c2c1c1ccccc1n2C (stereo unspecified),-14%,.,0%,-1.1%,-2,0,7%,-5,0,-1,-2%
O=C(CN1C(=O)c2ccccc2C1=O)OCC(=O)N1CCN(c2ccccc2)CC1,.,.,1%,0.4%,9,-5,.,19,.,5,.
CCNc1nc(NCC)n2c(SCC(=O)Nc3ccc(F)cc3[N+](=O)[O-])nnc2n1,-1%,4%,-1%,0.5%,-2,-4,-2%,-9,1,1,-3%
CCc1ccc2[nH]c(=O)c(CN(CCN(C)C)C(=O)Nc3ccccc3OC)cc2c1,-9%,3%,1%,-0.1%,2,7,0%,-11,-2,-48,-1%
CSc1ccc(CN(C)C(=O)CNC(=O)c2sc3ccccc3c2Cl)cc1,9%,-3%,-1%,3.8%,0,7,?,6,-4,-1,3%
Cc1csc2ncc(C(=O)Nc3ccc(C(F)(F)F)cc3)c(=O)n12,5%,0%,-9%,0.2%,8,24,-1%,4,1,-12,0%
COc1ccc(-n2c(C)nnc2SCC(=O)NC2CC2)cc1,7%,5%,1%,0.0%,2,1,-9%,0,-1,0,18%
Cc1cc(NC(=O)CSc2nncn2N)no1,-6%,-3%,2%,-0.1%,6,0,-8%,6,2,13,9%
O=C(Oc1cc2oc(=O)c3c(c2cc1Cl)CCCC3)c1ccco1,6%,5%,5%,-0.6%,-11,1,113%[activator],-2,2,-9,-4%

(cont.)
SMILES,Menin-MLL TR inh,PKM2 act,USP2a block,B2AR arrestin,Giardia killer,TRPV1 ag,CXXC DNA block,hERG WT inh,Coupling enz,KCNH2 3.1 block,GALK inhibitor
O=C(Cn1c(NCCO)nc2ccccc21)Nc1ccc2c(c1)OCCCO2,.,.,0%,0.0%,-9,-3,.,-1,.,-25,.
Cc1csc(=O)n1CCC(=O)O,-13%,-12%,1%,-1.1%,-5,1,0%,-5,0,-45,1%
Nc1c(-c2ccc(Cl)cc2)cnc2c(-c3ccccc3)cnn12,8%,.,3%,-1.3%,-25,-3,-3%,8,0,-6,-3%
CCOc1ccccc1Nc1nnc(SCC(=O)NC2CCS(=O)(=O)C2)s1 (stereo unspecified),.,.,1%,-0.1%,5,.,.,0,.,8,.
COc1ccc(C2=NOC(Cn3nc(-c4ccccc4C)cc3C(=O)O)C2)cc1 (stereo unspecified),.,.,4%,0.4%,-5,-2,.,-16,.,-10,.
Cn1nnnc1SCCNC(=O)C1CCC(=O)N(CCc2ccccc2)C1 (stereo unspecified),-1%,3%,-4%,-0.1%,-1,0,0%,12,-3,7,0%
CCN(CC)C(=O)[C@H]1C[C@H](CC(=O)NCCC2=CCCCC2)C(=O)N2CCc3c([nH]c4cc(CCC(=O)N(C)C)ccc34)[C@]12C,.,.,-1%,-0.6%,-20,.,.,-1,.,-28,.
COc1ccc(Cn2nnnc2C(c2cc3cc(C)ccc3[nH]c2=O)N2CCOCC2)cc1 (stereo unspecified),-1%,-7%,0%,-0.1%,11,-5,0%,29,-5,.,3%
